EPAC2 antag – qHTS for Antagonist of cAMP-regulated guanine nucleotide exchange factor 2 (EPAC2): primary screen; EPAC2 GEF exchange of Rap1B-BODIPY-GDP, fluorescence; Potency, µM (highest dose often 114 µM), without a hit: at the highest dose activity, negative = inhibition, usual class: inhibitors; hit rate 0.18% among 360,000; AID 720708, 2013; further: on the % scale 0 is the no-effect control and ±100 the full control effect; nearly all actives have a fitted effect of over 45% in size; many of its hits are not listed in these tables
Target sequence (Q8WZA2 whole entry, looked up): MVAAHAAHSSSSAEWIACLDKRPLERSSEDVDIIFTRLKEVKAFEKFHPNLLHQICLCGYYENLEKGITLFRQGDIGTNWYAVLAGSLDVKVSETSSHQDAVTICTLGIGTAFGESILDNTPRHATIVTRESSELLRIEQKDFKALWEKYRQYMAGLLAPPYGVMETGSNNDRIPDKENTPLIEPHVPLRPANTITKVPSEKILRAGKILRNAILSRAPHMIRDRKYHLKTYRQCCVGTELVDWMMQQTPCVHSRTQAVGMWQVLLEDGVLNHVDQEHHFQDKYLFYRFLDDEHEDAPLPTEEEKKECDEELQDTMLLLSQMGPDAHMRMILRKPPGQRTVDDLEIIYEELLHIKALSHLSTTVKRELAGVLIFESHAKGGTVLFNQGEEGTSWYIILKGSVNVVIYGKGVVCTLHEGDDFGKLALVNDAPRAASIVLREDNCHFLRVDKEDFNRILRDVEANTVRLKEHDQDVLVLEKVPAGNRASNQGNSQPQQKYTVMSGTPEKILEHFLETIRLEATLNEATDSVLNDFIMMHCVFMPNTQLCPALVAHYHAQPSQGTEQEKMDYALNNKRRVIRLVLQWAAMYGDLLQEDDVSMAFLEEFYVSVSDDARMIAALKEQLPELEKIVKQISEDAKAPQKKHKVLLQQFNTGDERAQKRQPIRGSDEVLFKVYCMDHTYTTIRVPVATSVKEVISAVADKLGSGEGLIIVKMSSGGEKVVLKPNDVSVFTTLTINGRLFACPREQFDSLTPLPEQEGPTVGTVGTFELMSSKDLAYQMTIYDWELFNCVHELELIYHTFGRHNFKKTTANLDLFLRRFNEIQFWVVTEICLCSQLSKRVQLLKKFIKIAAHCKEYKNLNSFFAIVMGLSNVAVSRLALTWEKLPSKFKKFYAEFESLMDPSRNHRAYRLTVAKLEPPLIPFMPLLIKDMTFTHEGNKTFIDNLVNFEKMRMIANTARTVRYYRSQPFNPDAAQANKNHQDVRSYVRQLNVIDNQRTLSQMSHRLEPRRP
PTHR1 ag – qHTS for PTHR1 Agonists: Primary Screen. HEK293 GP2 PTHR1 cells, GloSensor cAMP luminescence, 1 h. Potency, µM (top dose mostly 115 µM), inactives show at the highest dose activation, actives largely listed as activators. hit rate 0.075% among 410,000. AID 743266, 2014; further: nearly all actives have a fitted effect of over 55% in size; some results filed as inactive show a strong effect at the top dose; inactives centre near -15; many of its hits are not listed in these tables
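HEK-293-derived GP2 cells expressing PTHR1 and a GloSensor cAMP reporter, 3,000/well, plated overnight, given luciferin plus IBMX (each 0.5 mM as added) for 1 h at 37 °C, then compound for 1 h at 37 °C. Luminescence was read after 15 min at room temperature.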
FUS suppressor – qHTS for Suppressors of FUS Proteinopathy: Primary screen using FUS-linked yeast assay; Potency, µM (top dose mostly 76.6 µM), inactives show at the top dose growth rescue (activation), actives largely listed as activators; AID 1347120, 2019; S. cerevisiae FUS-expressing, growth rescue, OD600, 24 h; hit rate 0.24% among 390,000;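 further: plate controls were DMSO vehicle for no effect and reference control for full effect; nearly all actives have a fitted effect of over 55% in size; some results filed as inactive show a strong effect at the top dose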
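Compound concentration series was pinned onto galactose-induced FUS-expressing yeast seeded at OD 0.005. Plates sat 24hr at 30C; absorbance at 600 nm gave growth. DMSO served as background control.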
EPAC2 agonist – qHTS for Agonist of cAMP-regulated guanine nucleotide exchange factor 4 (EPAC2): primary screen | EPAC2 activation, biochemical qHTS; response scale: 100% = 6.5 mM cAMP response | Potency, µM (top dose mostly 154 µM), without a hit: at the highest dose activation, actives largely listed as activators | hit rate 0.079% among 360,000; further: nearly all actives have a fitted effect of over 50% in size
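Readout is BODIPY fluorescence (480 nm excitation, 540 nm emission), which falls as labeled GDP is exchanged off Rap1B. EPAC2 at 100 nM acted on 250 nM RAP1B-BODIPY-GDP with 50 uM GDP present.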
EPAC1 antag – qHTS for Antagonist of cAMP-regulated guanine nucleotide exchange factor 3 (EPAC1): primary screen | Rap guanine nucleotide exchange factor 3 (Homo sapiens), O95398 | EPAC1 GEF assay, Rap1b-BODIPY-GDP exchange fluorescence | Potency, µM (highest dose often 115 µM), inactives show top-dose activity change, negative = inhibition, usual class: inhibitors | hit rate 0.14% among 360,000;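 further: plate controls were vehicle for no effect and positive control for full effect; nearly all actives have a fitted effect of over 50% in size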
TDP-43 yeast inh – qHTS of TDP-43 Inhibitors; TDP-43 expressing yeast growth rescue, BacTiter-Glo, 24 h; Potency, µM (series often up to 46.1 µM), for the others: top-dose growth rescue (activation), most hits filed as activators; hit rate 1.8% among 410,000; further: % of control where 0% means no effect; nearly all actives have a fitted effect of over 50% in size
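Readout is BacTiter-Glo luminescence of cell growth, so inhibitors register as activators. TDP-43-expressing yeast at OD600=0.02 in galactose medium, after raffinose pregrowth to mid-log, were incubated with compound for 24 hr at 30 deg C.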
EPAC1 agonist – qHTS for Agonist of cAMP-regulated guanine nucleotide exchange factor 3 (EPAC1): primary screen | AID 720707, 2013 | hit rate 0.073% among 360,000 | Rap guanine nucleotide exchange factor 3 (Homo sapiens), O95398 | EPAC1 agonist qHTS, biochemical assay; response scale: 100% = response to 6.5 mM cAMP | Potency, µM (titrated, usually from 154 µM), inactives show at the highest dose activation, hits mostly activators; further: nearly all actives have a fitted effect of over 60% in size
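Multi-concentration qHTS readout: loss of Rap1B-bound BODIPY-GDP fluorescence driven by 100 nM EPAC1 with excess GDP (50 uM), monitored kinetically at room temperature; agonist response expressed relative to 6.5 mM cAMP.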
aSyn rescue – qHTS of alpha-syn Inhibitors. Potency, µM (titrated, usually from 46.1 µM), without a hit: at the top dose growth rescue (activation), most hits filed as activators. Yeast expressing alpha-synuclein, growth rescue, BacTiter-Glo, 24 h. hit rate 0.14% among 370,000. AID 652106, 2013; further: % of control where 0% means no effect; nearly all actives have a fitted effect of over 65% in size
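Screening used galactose-induced yeast with toxic alpha-synuclein levels, exposed to compound for 24 hr at 30 deg C. Cell growth, read with BacTiter-Glo luminescence, gave the measured signal.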
Starred values were filed as active, the others as inactive; i = inactive; ? = inconclusive; nt = not tested or not shown; [ ] = another dose, or the depositor's remark. The call rests on the fitted dose curve; in most records, active means well fitted curve in the direction sought with a large enough effect; inconclusive means small, poorly fitted or top-dose-only effect, or another doubt; inactive means no such curve, though single readings can be large; an effect the other way counts as inactive or inconclusive. Potency means the concentration at half of the fitted maximal effect.

SMILES	EPAC2 antag	PTHR1 ag	FUS suppressor	EPAC2 agonist	EPAC1 antag	TDP-43 yeast inh	EPAC1 agonist	aSyn rescue
CC1CCc2cccc3c(O)cc(=O)n1c23 (centres undefined)	14%	i	9%	7%	-8%	10%	6%	-3%
Cc1cc(NC(=O)c2cc(-c3ccccc3)on2)no1	3%	i	13%	9%	-28%	17%	2%	-7%
O=C(NCCCO)/C(=C/c1ccco1)NC(=O)c1ccc(Br)o1	-1%	-19%	-11%	5%	7%	18%	1%	1%
CCC(C)CCN1C(Nc2ccccc2)=NC[C@@H]1Cc1ccccc1 (some centres undefined)	-15%	-10%	-21%	7%	-12%	14%	8%	-3%
O=C(NCc1cccs1)c1ccc2nc([C@@H]3O[C@H](CO)[C@H](O)[C@H](O)[C@H]3O)[nH]c2c1	3%	-25%	-17%	9%	-6%	13%	-16%	0%
COc1ccc(OC)c(NC(=O)Nc2nc(C(N)CCc3ccccc3)cs2)c1 (centres undefined)	2%	-7%	7%	5%	-3%	23%	4%	-11%
CCOC(=O)N1CCN(C(=O)c2ccc(-n3c(=S)[nH]c4ccccc4c3=O)cc2)CC1	6%	-2%[57.5 µM]	41%	4%	13%	-12%	-3%	-9%
CCN1CCN(c2ccc(NC(=O)c3ccc(Cl)c(S(=O)(=O)N4CCCC4)c3)cc2)CC1	-1%	-10%	18%	3%	6%	-11%	10%	0%
CCOc1ccccc1NC(=O)Cn1c(=O)c(OCC)nc2cnccc21	8%	i	-11%	4%	-1%	13%	-9%	2%
O=C(CN(C(=O)CNS(=O)(=O)c1ccccc1)c1ccc(Cl)cc1)NCC1CCCO1 (centres undefined)	14%	i	-11%	0%	-5%	23%	-4%	0%
CCCCCCn1c(CN2CCCCC2C)nc2c1c(=O)n(C)c(=O)n2C (centres undefined)	-18%	-3%[57.5 µM]	18%	-12%	-11%	-18%	0%	-9%
COC(=O)C(CCSC)NC(=O)/C=C/c1ccc(OC)cc1 (centres undefined)	2%	-47%[inhibitor]	-49%	4%	-2%	2%	-5%	-1%
COc1ccc(C(=O)c2c3ccccc3[n+]([O-])n2Cc2ccc(C(N)=O)cc2)cc1	-8%	2%	-4%	0%	-6%	-3%	-4%	1%
COc1ccc(S(=O)(=O)NC2CCSc3ccccc32)cc1NC(C)=O (centres undefined)	-2%	i	8%	-10%	-7%	-5%	-1%	2%
C=C(C)CSC1=C(C#N)C(c2ccccc2)CC(=O)N1 (centres undefined)	-1%	-5%[57.5 µM]	-20%	3%	-6%	-13%	-1%	-1%
COc1ccccc1-n1c(SCC(=O)N(C)C)nnc1-c1ccco1	0%	?	-11%	8%	?	nt	-1%	-5%
COc1cccc(C2=CC(=O)CCC2)c1OC	-1%	-10%	-16%	13%	-3%	6%	-4%	0%
O=C(Cc1ccccc1)NN1C(=O)c2ccccc2C1=O	0%	i	-19%	9%	3%	12%	1%	5%
CC1NC2(C(=O)N(Cc3ccccc3)c3ccccc32)C2C(=O)N(c3ccccc3)C(=O)C12 (centres undefined)	2%	i	3%	7%	1%	25%	0%	-1%
Cc1ccn2cc(CCNS(=O)(=O)c3ccc4c(c3)OCCO4)nc2c1	-19%	-46%[inhibitor]	-31%	-5%	-8%	14%	-10%	-1%
Cc1ccc(C)c(S(=O)(=O)NCCCc2ccccc2)c1	?	-30%	15%	6%	?	26%	8%	27%
Oc1cc2c(cc1CN1CCN(c3cccc(C(F)(F)F)c3)CC1)CCC2	-1%	-19%	-3%	-10%	2%	0%	5%	0%
CCN(C(=O)CSc1ccc(S(=O)(=O)N2CCOCC2)cn1)c1ccccc1	-19%	-23%	-2%	-5%	2%	13%	-20%	12%
CCCNC(=O)CCc1nnc2ccc(N3CCC(C)CC3)nn12	-7%	i	23%	10%	0%	7%	-1%	-5%
Brc1ccc(CN2CCN(Cc3c[nH]c4ccccc34)CC2)cc1	-9%	-38%[inhibitor]	22%	3%	-8%	12%	-6%	5%
Cc1ccc(NC(=O)c2csnn2)c(C)c1	4%	-6%	-34%	-4%	0%	?	-4%	8%
Clc1ccc(C(c2nnnn2C2CCCC2)N2CCN(c3nc4ccccc4s3)CC2)cc1 (centres undefined)	1%	i	-2%	6%	-3%	11%	-8%	6%
Cc1ccc(-c2c[n+](CC(=O)Nc3ccccc3)c3n2CCC3)cc1	3%	-11%	23%	9%	-9%	-15%	5%	-5%
COc1ccccc1-c1ccc2nnc(SCC(=O)N3CCCC3)n2n1	0%	10%	4%	5%	-21%	0%	2%	-2%
CC(=N)c1c(O)cc(C)oc1=O	3%	i	20%	8%	5%	-28%	5%	-12%
CCC(=O)Nc1sc2c(c1C(N)=O)CCC2	-7%	i	16%	-1%	1%	5%	7%	-6%
CC(=O)Nc1ccc(NC(=O)C(C)OC(=O)CCN=C2NS(=O)(=O)c3ccccc32)cc1 (centres undefined)	14%	i	6%	2%	5%	0%	2%	-4%
COc1ccc(-c2c(C)sc(NC(=O)c3ccnn3C)c2C#N)cc1	12%	-28%	16%	8%	-12%	20%	-5%	5%
CCOC(=O)CN(C(=O)c1snc(C(N)=O)c1N)C(C(=O)NCCC(C)C)c1ccc(F)cc1 (centres undefined)	-15%	i	11%	-3%	0%	-5%	1%	1%
O=C(Cc1ccc(Cl)cc1Cl)Nc1ccc(OC(F)F)c(Cl)c1	11%	-12%	17%	-7%	2%	22%	-8%	6%
Cc1ccc(N2CCN(/N=C/c3cccs3)CC2)cc1	6%	i	19%	1%	1%	-3%	-3%	-7%
CCOc1ccc(C2CC(c3ccccc3C)n3nc(N)nc3N2)cc1 (centres undefined)	10%	-36%[inhibitor]	18%	-2%	-1%	4%	0%	1%
CN(C)/C=C/C(=O)c1cnc(-c2ccccc2)s1	-2%	5%	-1%	0%	-2%	19%	5%	-24%
CC(=O)NC(CC(=O)Nc1nc(-c2ccccc2)c(C(C)=O)s1)c1ccccc1 (centres undefined)	10%	-35%	28%	8%	11%	0%	3%	-5%
CNCCCCOc1ccccc1-c1ccccc1	-6%	?	nt	19%	-19%	-17%	0%	-12%
COc1ccccc1NS(=O)(=O)c1cccc(C(=O)N/N=C(\C)c2cccnc2)c1	-8%	i	0%	8%	-4%	3%	5%	0%
C=CCc1cc(/C=C2/NC(=O)N(CC(=O)OC)C2=O)cc(OC)c1O	-3%	-56%[inhibitor]	8%	4%	-9%	-7%	-2%	1%
COc1ccc(Nc2nc(N)c3ccccc3n2)c(OC)c1	4%	-5%	-1%	10%	3%	-8%	4%	-8%
CCOC(=O)C1=C(C)NC(=O)NC1c1cn(-c2ccccc2)nc1-c1ccc(OCC)cc1 (centres undefined)	nt	i	?	nt	nt	0%	nt	-9%
O=S(=O)(Nc1ccccc1Cl)c1ccc(F)cc1	4%	-12%	2%	5%	-3%	0%	-3%	2%
COc1ccc(CCNC(=O)/C(=C/c2cccnc2)NC(=O)c2ccccc2)cc1	-14%	-14%	27%	8%	-41%	-6%	7%	-10%
CCn1c(=S)sc2nc(C)sc21	-7%	-27%	-5%	-1%	-15%	2%	5%	-31%[inhibitor]
Cc1cc(C)c(-c2cc(NC(=O)CSc3nncn3C)n(-c3ccccc3)n2)cc1C	-2%	-53%[inhibitor][57.5 µM]	24%	-9%	-7%	7%	2%	5%
CCCc1cc(=O)[nH]c(SCc2ccc(Cl)cc2)n1	17%	i	8%	9%	10%	13%	-6%	16%
CCC(=O)NCCCCNC(=O)CC	-1%	i	4%	9%	0%	8%	12%	-5%
CC(C)C(C=Cc1ccccc1)=NNS(=O)(=O)c1ccccc1	-22%	-19%	-4%	14%	-6%	14%	-2%	0%
Cc1[nH]c2ccccc2c(=O)c1SC(F)(F)C(F)C(F)(F)F (centres undefined)	14%	-25%[57.5 µM]	4%	-8%	-2%	-18%	-7%	-14%
CCOC(=O)CN1CC23C=CC(O2)C(C(=O)Nc2ccc(OCC)cc2)C3C1=O (centres undefined)	5%	i	5%	9%	-4%	3%	-8%	-5%
O=C(C[C@H]1CC[C@@H]2[C@H](COC[C@H](O)CN2C(=O)c2cnccn2)O1)NCc1ccc(Cl)cc1	4%	i	-11%	16%	26%	22%	7%	1%
CCc1ccc(NC(=O)COC(=O)c2ccc(Cl)c(S(=O)(=O)N3CCCCCC3)c2)cc1	?	i	nt	-5%	-29%	-10%	1%	10%
CC1CC(C)CN(C(=O)c2ccc3c(=O)n(Cc4ccc5c(c4)OCO5)c(=S)[nH]c3c2)C1 (centres undefined)	1%	i	39%	4%	-7%	1%	2%	8%
CSc1ccc(/C=C(/NC(=O)c2ccco2)C(=O)N2CCCCCC2)cc1	7%	-10%	nt	11%	1%	10%	-3%	20%
CCCCOc1ccc(C(=O)NCC2(c3ccc(OC)cc3)CCOCC2)cc1	-3%	i	39%	5%	-29%	?	0%	1%

Complete entries, quoted from the list. Values in the order: EPAC2 antag, PTHR1 ag, FUS suppressor, EPAC2 agonist, EPAC1 antag, TDP-43 yeast inh, EPAC1 agonist, aSyn rescue
Entry for COc1ccc(CCNC(=O)/C(=C/c2cccnc2)NC(=O)c2ccccc2)cc1 : -14%, -14%, 27%, 8%, -41%, -6%, 7%, -10%
Entry for CCc1ccc(NC(=O)COC(=O)c2ccc(Cl)c(S(=O)(=O)N3CCCCCC3)c2)cc1 : ?, i, nt, -5%, -29%, -10%, 1%, 10%
Entry for CCCCOc1ccc(C(=O)NCC2(c3ccc(OC)cc3)CCOCC2)cc1 : -3%, i, 39%, 5%, -29%, ?, 0%, 1%
Entry for O=C(C[C@H]1CC[C@@H]2[C@H](COC[C@H](O)CN2C(=O)c2cnccn2)O1)NCc1ccc(Cl)cc1 : 4%, i, -11%, 16%, 26%, 22%, 7%, 1%
Entry for COc1ccccc1NS(=O)(=O)c1cccc(C(=O)N/N=C(\C)c2cccnc2)c1 : -8%, i, 0%, 8%, -4%, 3%, 5%, 0%

3 of the entries above in order of their number in EPAC1 antag, largest number first.
| Molecule | EPAC1 antag |
| --- | --- |
| CCCc1cc(=O)[nH]c(SCc2ccc(Cl)cc2)n1 | 10% |
| O=S(=O)(Nc1ccccc1Cl)c1ccc(F)cc1 | -3% |
| CC1CC(C)CN(C(=O)c2ccc3c(=O)n(Cc4ccc5c(c4)OCO5)c(=S)[nH]c3c2)C1 (centres undefined) | -7% |

These rows are one share of the data; the hit share may differ from the screen's.
